Screens: PubChem, National Center for Advancing Translational Sciences (NCATS)
Pol beta inh: DNA polymerase beta (human) inhibition; P06746; Pol beta primer extension/strand displacement, fluorescence kinetic; Potency, µM (highest dose often 114 µM), for the others: at the highest dose activity change, negative = inhibition, most hits filed as inhibitors; 1.3% of 340,000 active; also: potency is read from the fitted curve at half-maximal effect; % is scaled to controls: 0 for no effect and ±100 for the full control effect
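Pol beta (10 nM) was preincubated with compound for 15 min at room temperature. The reaction was then started with 50 nM substrate and read immediately and after a further 10 min at room temperature.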
POLK inh: DNA polymerase kappa (human) inhibition; AID 588579; purified Pol kappa, fluorescent DNA synthesis assay, 10 min; 0.53% of 400,000 active; Potency, µM (top dose mostly 107 µM), for the others: at the top dose activity, negative = inhibition, usual class: inhibitors; Q9UBT6; also: potency is read from the fitted curve at half-maximal effect; % is scaled to controls: 0 for no effect and ±100 for the full control effect
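Pol kappa 10 nM + cpd, 15 min RT; start w/ substrate 50 nM final; fluorescence kinetic read, 0 and 10 min. Neg ctrl: buffer, no enzyme.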
Pol eta inh: blocks human DNA polymerase eta activity | Q9Y253 | recombinant Pol eta, fluorescent DNA replication assay | Potency, µM (series often up to 114 µM), without a hit: top-dose activity change, negative = inhibition, hits mostly inhibitors | 1.2% of 390,000 active | AID 588591; also: potency is read from the fitted curve at half-maximal effect; % is scaled to controls: 0 for no effect and ±100 for the full control effect
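Pol eta at 10 nM preincubated with compounds 15 min at room temperature; reaction started with fluorescent substrate (50 nM final) and read kinetically at 0 and 10 min.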
POLI inh: DNA polymerase iota (human) inhibition; 1% of 390,000 active; Pol iota fluorescent replication assay, 10 min; Potency, µM (titrated, usually from 115 µM), without a hit: at the top dose activity, negative = inhibition, usual class: inhibitors; Q9UNA4; also: potency is read from the fitted curve at half-maximal effect
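Pol iota at 10 nM preincubated 15 min with compounds at room temperature; reaction started with fluorescent substrate, 50 nM final. Fluorescence read kinetically at 0 and 10 min; buffer-only wells as negative control.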
Anesthetic bind: candidate novel general anesthetic via apoferritin binding | P02791 | apoferritin/1-aminoanthracene competitive binding, fluorescence | Potency, µM (series often up to 77.5 µM), for inactives: at the highest dose activity change, negative = displacement, actives largely listed as inhibitors | 0.074% of 350,000 active; also: potency is read from the fitted curve at half-maximal effect; % is scaled to controls: 0 for no effect and ±100 for the full control effect; nearly all actives have a fitted effect of over 20% in size
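Steps: apoferritin (10 uM) was premixed with half-saturated 1-AMA in PBS, compounds were pin-transferred, plates stood 10 min at room temperature, fluorescence was read at 380/535 nm, and curves were fitted with a Hill equation.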
LDHA inh: LDHA (human) enzyme inhibition; P00338; purified LDHA, NADH/diaphorase-resazurin fluorescence; hits give low values; activity change, % (values are at about 110 or 230 µM); 0.15% of 480,000 active; AID 1347041; in the data active = activity change below about -30%; inconclusive = mostly about -25% to -30%;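 also: plate controls were DMSO wells for no effect and wells without enzyme for full effect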
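Remaining NADH was detected by diaphorase (0.133 mg/mL) converting 37 µM resazurin to fluorescent resorufin, read at 0 and 20 minutes. The preceding 5-minute room-temperature reaction used 2 nM LDHA, 0.2 mM sodium pyruvate and 0.06 mM NADH at pH 7.4.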
BLM inh: Bloom syndrome helicase (human) inhibition. P54132. recombinant BLM DNA unwinding, fluorescence dequenching. Potency, µM (doses to about 56.1 µM), for inactives: at the top dose activity change, negative = inhibition, hits mostly inhibitors. 0.2% of 350,000 active. AID 2528;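 also: potency is read from the fitted curve at half-maximal effect; plate controls were vehicle for no effect and no enzyme for full effect; nearly all actives have a fitted effect of over 35% in size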
Target sequence (P54132 whole entry, looked up): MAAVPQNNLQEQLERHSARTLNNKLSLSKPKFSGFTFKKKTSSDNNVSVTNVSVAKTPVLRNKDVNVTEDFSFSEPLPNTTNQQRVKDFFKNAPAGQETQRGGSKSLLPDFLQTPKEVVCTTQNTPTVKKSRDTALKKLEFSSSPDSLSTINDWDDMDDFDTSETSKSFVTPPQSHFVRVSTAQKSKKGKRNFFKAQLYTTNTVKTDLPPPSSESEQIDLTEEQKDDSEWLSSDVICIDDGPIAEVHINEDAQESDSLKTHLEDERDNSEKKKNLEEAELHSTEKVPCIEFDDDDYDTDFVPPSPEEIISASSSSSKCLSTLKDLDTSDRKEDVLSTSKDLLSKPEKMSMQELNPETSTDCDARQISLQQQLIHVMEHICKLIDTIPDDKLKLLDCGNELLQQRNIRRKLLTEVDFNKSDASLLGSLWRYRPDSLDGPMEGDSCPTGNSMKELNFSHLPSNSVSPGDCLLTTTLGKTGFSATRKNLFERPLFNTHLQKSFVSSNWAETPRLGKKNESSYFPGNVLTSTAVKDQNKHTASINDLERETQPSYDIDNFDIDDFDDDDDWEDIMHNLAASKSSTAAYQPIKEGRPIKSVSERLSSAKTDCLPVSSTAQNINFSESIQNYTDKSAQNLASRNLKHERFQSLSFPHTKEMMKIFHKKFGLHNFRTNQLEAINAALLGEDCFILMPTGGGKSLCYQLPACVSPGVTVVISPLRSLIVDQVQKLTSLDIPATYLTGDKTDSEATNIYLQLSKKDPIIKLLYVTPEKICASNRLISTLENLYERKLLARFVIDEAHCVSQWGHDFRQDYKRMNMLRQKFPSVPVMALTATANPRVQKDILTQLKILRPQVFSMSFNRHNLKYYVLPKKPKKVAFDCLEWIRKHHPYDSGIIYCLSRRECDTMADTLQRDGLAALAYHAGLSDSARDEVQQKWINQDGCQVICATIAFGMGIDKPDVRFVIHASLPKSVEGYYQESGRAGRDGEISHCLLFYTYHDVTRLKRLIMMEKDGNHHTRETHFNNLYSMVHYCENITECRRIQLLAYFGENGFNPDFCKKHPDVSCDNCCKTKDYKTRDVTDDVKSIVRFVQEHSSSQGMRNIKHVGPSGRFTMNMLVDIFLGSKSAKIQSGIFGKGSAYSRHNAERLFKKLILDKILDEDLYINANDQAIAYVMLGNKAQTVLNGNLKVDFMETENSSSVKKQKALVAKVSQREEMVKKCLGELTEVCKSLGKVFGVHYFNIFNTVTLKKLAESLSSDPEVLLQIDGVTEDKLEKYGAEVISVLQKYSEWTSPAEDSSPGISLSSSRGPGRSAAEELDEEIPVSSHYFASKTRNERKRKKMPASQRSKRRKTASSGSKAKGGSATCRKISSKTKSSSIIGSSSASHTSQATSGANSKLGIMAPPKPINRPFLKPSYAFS
Glioma ERSR ind: ER stress response induction in glioma; U87-MG GRP78 promoter luciferase reporter, 16 h; Potency, µM, without a hit: at the top dose activation, most hits filed as activators; 0.02% of 420,000 active; AID 602332; also: potency is read from the fitted curve at half-maximal effect; series mostly up to about 76 µM; % of control where 0% means no effect; nearly all actives have a fitted effect of over 35% in size
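Stably transfected U87-MG human glioma cells carrying a GRP78-based luminescent sensor were seeded at 1000 cells/well, pin-dosed with compounds and incubated 16 h. Luciferase reagent was then added, and end-point luminescence was read after 10 min at room temperature.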
APEX1 inh: blocks human APE1 abasic DNA cleavage. 0.35% of 350,000 active. AID 2517. Potency, µM (titrated, usually from 65.8 µM), without a hit: at the highest dose activity change, negative = inhibition, hits mostly inhibitors. recombinant APE1, TAMRA/BHQ-2 abasic DNA cleavage fluorescence;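 also: potency is read from the fitted curve at half-maximal effect; plate controls were vehicle for no effect and reference inhibitor for full effect; nearly all actives have a fitted effect of over 55% in size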
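Activity was derived from the fluorescence gain between first and third kinetic reads (60 s intervals, ex 525/em 598 nm) after 50 nM THF-abasic TAMRA/BHQ-2 duplex was added to 0.75 nM APE1 preincubated 15 min with compound.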
An asterisk follows results filed as active; ? = inconclusive; / = no result given; [ ] = remark or other dose. Unless noted, calls follow the shape of the dose curve; as a rule, active = well fitted curve in the direction sought with a large enough effect; inconclusive = small, poorly fitted or top-dose-only effect, or another doubt; inactive = no such curve, though single readings can be large; an effect the other way counts as inactive or inconclusive. These rows are one share of the data, so the mix of outcomes need not match the whole.

SMILES | Pol beta inh | POLK inh | Pol eta inh | POLI inh | Anesthetic bind | LDHA inh | BLM inh | Glioma ERSR ind | APEX1 inh
CC(=O)c1ccc(OCC(=O)OC(C)C(=O)NC2CCCCC2C)cc1 (stereo not given) | / | -4% | -18% | -3% | / | -5 | / | -4% | 16%
CN(Cc1ccccc1)C(=O)Nc1ccccc1 | -2% | -12% | -9% | 3% | -2% | -2 | -3% | -5% | 4%
CC1CCC2(CC1)NC(=S)N(c1ccccc1)N2 (stereo not given) | -22% | 2% | 1% | 43%[activator] | -22% | 2 | -5% | 7% | 2%
CCOc1ccc(-n2ccc(=O)c(C(=O)Nc3ccc(S(=O)(=O)Nc4ncccn4)cc3)n2)cc1 | -2% | -9% | ? | 41%[activator] | 4% | 0 | 0% | 0% | 40%
CC(=O)Nc1cc(ON=C(C)C)cc([N+](=O)[O-])c1 | -1% | -14% | -15% | 8% | 0% | -4 | 1% | 0% | 2%
C=CCn1c(-c2cccnc2)n[nH]c1=S | 1% | -12% | -8% | -10% | -10% | -3 | -1% | -4% | 1%
COc1ccc2c(CNCc3ccc(C)o3)c(C(=O)O)n(Cc3ccccc3)c2c1 | 15% | -3% | -15% | 16% | -4% | 1 | 4% | -2% | /
O=C(Nc1ccc2nc(-c3cccs3)c(-c3cccs3)nc2c1)N1CCCCC1 | / | -45% | / | 24% | / | 5 | / | -3% | /
CCOc1ccccc1C(=O)N/N=C/c1coc2ccc(C)cc2c1=O | 56% | -3% | ? | ? | -21% | -2 | -11% | -7% | -13%
Clc1ccc(-c2nnc(N3CCCC3)nn2)cc1 | 24% | -22% | -20% | 38%[activator] | -14% | 0 | -3% | 5% | 11%
COC(=O)CCCC[C@@H]1SC[C@@H](NC(=O)OC)[C@@H]1NC(=O)OC | 0% | -18% | -3% | 33%[activator] | -9% | -10 | 1% | 0% | 3%
Cc1ccc(-c2cc3nc(-c4ccc(Br)cc4)cc(N)n3n2)cc1 | 8% | -14% | -11% | 3% | 5% | -8 | -6% | 2% | -1%
COC(=O)c1c(C(=O)OC)c2oc3ccccc3n2c1Cl | 12% | -3% | -4% | 7% | -11% | -6 | 2% | -4% | -4%
Cc1c(OCC(=O)C(C)(C)C)ccc2c(-c3ccccc3)cc(=O)oc12 | 16% | -11% | ? | 30% | ? | -12 | -7% | 0% | 37%
COc1cc(C(=O)NCCSc2ccc(Cl)cc2)cc(OC)c1OC | 20% | 7% | -15% | 22% | -8% | -1 | -7% | -5% | 14%
O=C(O)CCCCCCCCCCCc1ccccc1 | -2% | -3% | 0% | 2% | ? | 0 | -10% | -3% | -6%
C=CCC(Nc1ccccc1)c1cccc(OC)c1OC (stereo not given) | 1% | -14% | -1% | 18% | -6% | 5 | -7% | 3% | -5%
COc1ccc(N(C(=O)CNC(=O)c2ccco2)C(C(=O)NCC2CCCO2)c2ccccc2)cc1 (stereo not given) | 0% | -2% | -10% | 130%[activator] | 0% | -18 | -1% | -4% | 12%
COc1ccc(/C=N\NC(=O)c2ccc(=O)[nH]n2)cc1O | 13µM* | ? | -10% | 32µM* | 0% | 1 | -11% | -3% | 6%
Cc1[nH][nH]c(=O)c1C(c1ccc([N+](=O)[O-])cc1)c1c(C)[nH][nH]c1=O | -22% | -22% | -8% | ? | 0% | 0 | 8% | -2% | 6%
CCCCCCOC(=O)/C=C/c1c(C)[nH]c(=O)[nH]c1=O | 2% | -8% | -4% | 13% | -8% | 0 | 2% | -8% | 4%
O=C(NNC(=O)c1nn(-c2ccc(F)cc2)ccc1=O)Nc1cccc(Cl)c1 | 7% | 6% | -12% | 23% | 2% | -1 | -5% | 5% | 0%
Cc1nnc(Sc2cc(C(=O)NCCCOC(C)C)c3ccccc3n2)s1 | 1% | 12% | -4% | 9% | -6% | 0 | 3% | -2% | 8%
Cc1ccc(NS(=O)(=O)c2ccc(C(=O)NCc3ccncc3)cc2)cc1 | / | 0% | -22% | 29% | / | -2 | / | -2% | -16%

Compound profiles (already shown). Order of values: Pol beta inh | POLK inh | Pol eta inh | POLI inh | Anesthetic bind | LDHA inh | BLM inh | Glioma ERSR ind | APEX1 inh
`COc1ccc(N(C(=O)CNC(=O)c2ccco2)C(C(=O)NCC2CCCO2)c2ccccc2)cc1` (stereo not given) is entered as 0% | -2% | -10% | 130%[activator] | 0% | -18 | -1% | -4% | 12%
`COc1cc(C(=O)NCCSc2ccc(Cl)cc2)cc(OC)c1OC` is entered as 20% | 7% | -15% | 22% | -8% | -1 | -7% | -5% | 14%

(cont.)
SMILES | Pol beta inh | POLK inh | Pol eta inh | POLI inh | Anesthetic bind | LDHA inh | BLM inh | Glioma ERSR ind | APEX1 inh
Cn1c(C(O)c2ccc3c(c2)OCO3)nc2ccccc21 (stereo not given) | -5% | -9% | -13% | -10% | 4% | 1 | -1% | -4% | ?
COCCn1c(=NC(=O)C2COc3ccccc3O2)sc2cc(S(N)(=O)=O)ccc21 (stereo not given) | -6% | -9% | -9% | 8% | -10% | -2 | -1% | -4% | -6%
CCOC(=O)N1CCN(S(=O)(=O)c2cccc3nsnc23)CC1 | 2% | 3% | 1% | -9% | -9% | -9 | 0% | -4% | 0%
CCC(=O)N1CCN(c2ccc(NC(=O)c3ccc(N4CCCC4)c([N+](=O)[O-])c3)cc2)CC1 | 5% | -9% | -12% | 114%[activator] | -1% | -2 | -1% | -4% | 0%
Cc1ccc(Cl)cc1N(C(=O)c1csnn1)C(C(=O)NC1CCCC1)c1ccco1 (stereo not given) | 1% | -2% | -12% | 42%[activator] | -15% | -3 | -2% | -6% | 45%[activator]
Cc1ccc(S(=O)(=O)NC(=O)Nc2cccc(C)n2)cc1 | 6% | -4% | -6% | 18% | 2% | -12 | -8% | -3% | -6%
O=[N+]([O-])c1ccc2c(c1)/C(=C/c1ccc(C=S)cc1)C=C2 | / | -23% | / | 10% | / | 3 | / | 4% | /
Cc1cccc(-c2c3c(nc4c2c(=O)n(C)c(=O)n4C)-c2ccccc2C3O)c1 (stereo not given) | / | -8% | -26% | 18% | / | -6 | / | -4% | /
O=C1[C@H]2[C@@H](c3ccc(F)cc3)N3C(=O)N(c4cccc(Cl)c4)C(=O)[C@@]3(Cc3ccccc3)[C@H]2C(=O)N1C1CCCCC1 | / | -23% | -15% | -17% | / | -2 | / | 0% | -3%
COc1ccccc1C1NC(=O)c2ccccc2O1 (stereo not given) | 21% | -4% | -8% | 31%[activator] | -21% | 1 | 2% | -7% | -11%
Cn1nc(C(=O)Nc2cccc(C(F)(F)F)c2)c2c1-c1ccccc1S(=O)(=O)C2 | 7% | 3% | -19% | 0% | ? | 3 | 3% | -2% | /
COc1ccc(C(C(=O)NC(C)(C)C)N(C(=O)CCC(=O)Nc2cc(C)on2)c2ccc(C)c(C)c2)cc1 (stereo not given) | 27% | -6% | -25% | 138%[activator] | -13% | -7 | -2% | -2% | 21%[12.4 µM]
COCCNC(=O)CCn1nc(-c2ccc(C)cc2)ccc1=O | 7% | -6% | -15% | 28% | -1% | -17 | -2% | -5% | -7%
CN(C)CCOC(=O)C12CC3CC(C1)CC(C(=O)OCCN(C)C)(C3)C2 | 5% | 1% | -14% | 44%[activator] | -8% | -5 | 4% | -9% | 3%
OC(CC#CCN1CCCC1)(c1ccccc1)c1ccccc1 | -8% | -14% | -9% | 72%[activator] | -6% | 3 | 1% | -3% | 2%
COCCn1c(SCC(=O)N2CCCC2)nnc1-c1ccoc1C | 0% | -2% | -7% | 6% | -7% | -13 | -3% | -4% | 2%
COc1cc(C(=O)NCC(=O)NNC(=O)C2COc3ccccc3O2)cc(OC)c1OC (stereo not given) | / | 10% | -15% | 25% | / | -2 | / | -3% | 0%
CCN(CC)CCn1c2c(c(SCC(=O)Nc3cccc4ccccc34)nc1=O)CCC2 | / | -14% | 0% | 4% | / | 0 | / | -2% | -2%
O=C(Nc1ccc(O)cc1C(=O)O)c1cccc(Br)c1 | 5% | -20% | 9% | 1% | -18% | -8 | -3% | 0% | 13%
Clc1ccc(C2=Nn3c(nnc3-c3n[nH]c4c3CCC4)SC2)cc1 | -4% | 0% | -6% | -8% | -20% | -15 | 1% | -6% | -5%
CC(=O)c1cccc(NC(=O)CSc2nnc(C(C)N(C)C)n2-c2ccc(F)cc2)c1 (stereo not given) | 5% | -2% | -2% | 33%[activator] | 5% | -2 | -11% | -5% | -1%
COCCNC(=O)c1ccc2c(=O)n(CCOC)c(SCC(=O)c3c[nH]c4ccccc34)nc2c1 | -14% | -10% | -6% | 13% | -5% | -3 | 0% | -1% | /
Cc1ccc(S(=O)(=O)CC(C)(O)CS(=O)(=O)c2ccc(C)cc2)cc1 | -2% | 7% | 0% | 28% | -2% | -9 | -3% | -4% | 0%
COc1ccc(OC)c(CCNC(=O)CCc2cn(C)c3ccccc23)c1 | 2% | 5% | -14% | 3% | -8% | 2 | -3% | 2% | 27%
O=C(Cn1c2c(c(-c3ccccc3)cc1=O)CCCC2)N1CCCCCC1 | 0% | 5% | -16% | 25% | -5% | 0 | -6% | -1% | -4%
COc1ccc(C2Nc3ccccc3C(=O)N2NS(=O)(=O)c2ccccc2)cc1OC (stereo not given) | 39% | -4% | 0% | 45%[activator] | 97%[activator] | -3 | -2% | -3% | -2%
COc1ccc(C(=O)N2CCCC(Nc3ccc(C)c(C)c3)C2)cc1F (stereo not given) | 7% | -6% | -7% | 28% | ? | 0 | -3% | -3% | 17%
CCCCN1C(=O)C(O)(CC(=O)c2ccc(C(C)(C)C)cc2)c2ccccc21 (stereo not given) | -19% | 1% | -2% | -20% | -4% | 3 | -15% | -1% | /
CCN(CC)S(=O)(=O)c1cccc(-c2nnc(SCC(=O)N3CCC(C(=O)O)CC3)n2N)c1 | 0% | -30% | 8% | 8% | 0% | 3 | -3% | -3% | 2%
